Screening results deposited in PubChem by several laboratories.
CSN deneddyl inh: inhibitors of CSN-mediated cullin deneddylation, primary screen, biochemical, fluorescence polarization, uHTS; COP9 signalosome complex subunit 5 (Homo sapiens), Q92905; Purified CSN, SCF-Nedd8-OG deneddylation; inhibition, % at 12.5 µM; 0.38% of 360,000 active; AID 651999, 2013;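 active = pattern-corrected inhibition above about 35%, with an unprinted fluorescence ratio check between 0.5 and 1.5, limit read from the data, passing the limit was not always enough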;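 note: 0% = enzyme with substrate and 100% = substrate without enzyme; some results filed as inactive read as strong as hits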
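Assay system: HEK293T-derived human Csn5 enzyme; quantity: 0.24 nM enzyme; medium: Tris/NaCl/DTT buffer, pH 7.5; also added: substrate SCFSkp2-Nedd8OG, 10 nM; doses: 12.5 µM compound; schedule: 90 min reaction at room temperature; signal: FP; read-out: % inhibition of substrate cleavage by Csn5; benchmarks: substrate-only high control, full reaction low control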
Rpn11 inh: Rpn11 (PSMD14) deubiquitinase inhibitors, primary screen, biochemical, fluorescence polarization, uHTS. AID 588493, 2011. 26S proteasome non-ATPase regulatory subunit 14 (Homo sapiens), O00487. 0.59% of 360,000 active. calls only at 20 µM. human 26S proteasome, Ub4-pepOG fluorescence polarization; 20S core pre-blocked with epoxomicin;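 active = inhibition at 20 µM, scaled to each plate's controls, above about 33%, limit read from the data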
Target sequence (O00487 whole entry, looked up): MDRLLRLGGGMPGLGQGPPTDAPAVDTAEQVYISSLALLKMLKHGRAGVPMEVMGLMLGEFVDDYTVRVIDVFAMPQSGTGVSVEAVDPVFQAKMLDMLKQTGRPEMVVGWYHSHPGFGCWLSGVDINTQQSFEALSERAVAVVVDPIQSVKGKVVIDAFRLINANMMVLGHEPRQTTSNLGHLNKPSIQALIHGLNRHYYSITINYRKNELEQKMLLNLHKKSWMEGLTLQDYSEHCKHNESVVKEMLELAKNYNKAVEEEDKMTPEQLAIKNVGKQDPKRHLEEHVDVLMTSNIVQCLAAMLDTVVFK
MT1-MMP act inh: blockers of MT1-MMP proenzyme processing, primary screen, HT1080 RFP-PRO-GFP cells, GFP/RFP fluorescence. Matrix metalloproteinase-14 (Homo sapiens), P50281. GFP/RFP ratio fluorescence, overnight; percent of plate control window, DMSO zero. GFP/RFP ratio change, % at 20 µM. 0.061% of 360,000 active. AID 651647, 2012;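 active = GFP/RFP ratio change of at least 30% with cell ATP level not reduced by more than half and red fluorescence within 50% of control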; note: strong numbers were not always called active
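Read-out: GFP/RFP fluorescence ratio; Test system: RFP-PRO-GFP reporter HT1080 cells; Compound dosing: single-point 20 µM compound, 1% DMSO; Times: overnight compound exposure at 37 °C.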
bovine MsrA act: bovine MsrA enzyme activators, primary screen, biochemical, absorbance, HTS | Methionine sulfoxide reductase A (Bos taurus) | purified bovine MsrA, absorbance read-out | activation, % at 10.6 µM | 0.3% of 360,000 active; in the data active = activation above about 7.5%;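 note: 0% = vehicle and 100% = reference activator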
FAS TE block: FAS thioesterase domain inhibitors, primary screen, biochemical, fluorescence intensity, uHTS; Fatty acid synthase (Homo sapiens), P49327; recombinant FAS-TE, OMFH fluorogenic substrate, fluorescence endpoint; inhibition, % at 15 µM; 0.67% of 360,000 active;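 active = compounds whose normalised, plate-corrected inhibition of enzyme fluorescence in the single-dose primary screen is 50% or more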;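 note: 0% = DMSO with enzyme and 100% = substrate without enzyme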
MLLE-PAM2 inh: inhibitors of PABP1 MLLE–PAM2 peptide binding, primary screen, biochemical, fluorescence polarization, FITC-PAM2, GST-MLLE; Polyadenylate-binding protein 1 (Homo sapiens), P11940; inhibition, % at 20 µM; 0.36% of 360,000 active; in the data active = inhibition above about 35%, passing the limit was not always enough;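 note: plate controls were DMSO wells with GST-MLLE for no effect and wells lacking GST-MLLE protein for full effect; some results filed as inactive read as strong as hits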
E coli Lon inh: inhibitors of E. coli Lon protease, primary screen, biochemical, fluorescence polarization | 0.42% of 360,000 active | AID 602123, 2011 | inhibition, % at 7.94 µM | purified E. coli Lon protease | P0A9M0; in the data active = inhibition above about 13%, passing the limit was not always enough;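 note: 0% = enzyme with probe and DMSO and 100% = no enzyme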
Target sequence (P0A9M0 whole entry, looked up): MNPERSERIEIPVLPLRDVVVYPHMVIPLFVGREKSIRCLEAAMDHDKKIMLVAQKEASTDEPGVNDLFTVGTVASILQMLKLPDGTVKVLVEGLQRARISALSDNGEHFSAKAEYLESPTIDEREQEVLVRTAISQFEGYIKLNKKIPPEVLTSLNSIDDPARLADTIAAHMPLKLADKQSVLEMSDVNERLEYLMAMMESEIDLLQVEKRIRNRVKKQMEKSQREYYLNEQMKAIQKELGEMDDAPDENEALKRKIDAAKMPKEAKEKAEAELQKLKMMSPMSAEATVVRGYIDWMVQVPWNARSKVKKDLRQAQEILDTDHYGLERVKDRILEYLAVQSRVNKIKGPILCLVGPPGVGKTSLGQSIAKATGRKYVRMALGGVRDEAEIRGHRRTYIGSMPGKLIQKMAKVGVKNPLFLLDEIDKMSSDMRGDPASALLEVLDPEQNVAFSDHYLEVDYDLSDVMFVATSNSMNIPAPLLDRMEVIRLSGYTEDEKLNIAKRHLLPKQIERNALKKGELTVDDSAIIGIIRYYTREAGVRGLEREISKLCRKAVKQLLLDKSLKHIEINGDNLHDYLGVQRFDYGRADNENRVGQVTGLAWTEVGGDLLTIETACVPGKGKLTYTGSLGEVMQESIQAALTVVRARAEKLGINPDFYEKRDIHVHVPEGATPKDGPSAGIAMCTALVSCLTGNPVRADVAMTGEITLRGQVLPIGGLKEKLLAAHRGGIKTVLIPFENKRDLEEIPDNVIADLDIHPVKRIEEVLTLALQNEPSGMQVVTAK
MsrA inh: bovine MsrA enzyme inhibitors, primary screen, biochemical, absorbance, HTS. 0.75% of 360,000 active. AID 651718, 2012. inhibition, % at 15.5 µM. purified bovine MsrA, absorbance read-out. Methionine sulfoxide reductase A (Bos taurus); in the data active = inhibition above about 4.5%;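 note: 0% = vehicle wells with enzyme and 100% = reference inhibitor wells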
Rin1-Abl PPI inh: inhibitors of Rin1-Abl protein binding, primary screen, biochemical, TR-FRET. 0.4% of 360,000 active. inhibition, % at 7.35 µM. Tyrosine-protein kinase ABL1 (Homo sapiens) + Ras and Rab interactor 1 (Homo sapiens), …. AID 588664, 2011; in the data active = inhibition above about 5%, passing the limit was not always enough
Starred values were filed as active, the others as inactive; i = inactive. Hits appear at their usual frequency, and some 3.7% of all compounds hit somewhere here.

molecule | CSN deneddyl inh | Rpn11 inh | MT1-MMP act inh | bovine MsrA act | FAS TE block | MLLE-PAM2 inh | E coli Lon inh | MsrA inh | Rin1-Abl PPI inh
CC1Cc2ccccc2N1C(=O)CCn1c(=O)oc2ccccc21 (configuration not stated) | 2 | i | -10 | 0 | 0 | -1 | -7 | -0.7 | -5
CCCn1c(SCC(=O)Nc2ccc3c(c2)CCC3)n[nH]c1=O | 4 | i | 1 | -1 | -4 | -67 | 2 | 0.5 | 3
Cc1ccsc1C(=O)N1CCC1(C)C(=O)NS(=O)(=O)c1ccccc1 (configuration not stated) | -2 | i | 3 | -3 | -8 | 15 | 4 | -0.9 | 3
Cc1c(Cl)c([N+](=O)[O-])nn1CC(=O)NCc1ccc(Cl)cc1 | 1 | i | 4 | 0 | 46 | 1 | -11 | -0.4 | -2
COC(=O)C1=CN(C(C)C)C=C(C(=O)OC)C1c1cc(Br)c(OC)c(OC)c1 | -1 | i | -4 | -2 | 24 | 5 | 0 | -0.8 | 0
Cc1cc(OC(=O)c2ccccc2[N+](=O)[O-])c([N+](=O)[O-])c(=O)[nH]1 | 0 | i | 1 | -7 | -13 | -1 | 5 | -0.5 | 1
CN(C)CCCN(C(=O)c1ccc([N+](=O)[O-])o1)c1nc2cc3c(cc2s1)OCO3 | 6 | i | 1 | -2 | -7 | -3 | -14 | 2.3 | -5
NC(=O)c1ccc(NC(=O)COC(=O)C2COc3ccccc3O2)cc1 (configuration not stated) | 0 | i | 1 | -2 | -11 | -15 | -8 | 0.1 | 2
Cc1sc2ncnc(N3CCC(C(=O)Nc4ccc(Cl)cc4Cl)CC3)c2c1C | 4 | i | 4 | -1 | 22 | -56 | 3 | -0.2 | -4
CCN1CCN(C(=O)N(Cc2ccc(Cl)cc2)S(=O)(=O)c2ccc(C)cc2)CC1 | -2 | i | 4 | -5 | -5 | -1 | -6 | 1.1 | 0
O=C1CCC2c3[nH]c4ccccc4c3CCN12 (configuration not stated) | 1 | i | 4 | -1 | -9 | -18 | -14 | -0.5 | -2
COc1cc(O)c(C(=O)CC(=O)c2ccncc2)c(OC)c1 | -1 | i | 0 | -2 | -4 | -6 | -3 | 0.2 | 1
O=C(Nc1ccccc1C(=O)Nc1ccc(F)cc1)c1ccco1 | -5 | i | -1 | -4 | 8 | 0 | 3 | 0.9 | 1
Oc1ccc(Cl)cc1CNCC1CCCCC1 | -1 | i | 15 | -11 | -12 | 0 | 6 | -0.9 | 3
COc1ccc(C(=O)NC2CC2)cc1OC1CCN(Cc2ccccc2)CC1 | 1 | i | -5 | -2 | -1 | 7 | -7 | 1.4 | 0
CCOc1ccc(C(=O)NCCC(=O)N2CCC3(CC2)NCCc2[nH]cnc23)cc1 | 7 | i | -1 | -2 | -6 | -4 | -4 | -0.3 | 1
Cc1cc(NCc2ccccn2)n2nc(C)c(-c3ccccc3)c2n1 | -4 | i | 4 | -4 | 5 | -3 | 10 | 0.3 | -2
Cn1c(C(=O)NCCCN2CCN(c3cccc(Cl)c3)CC2)cc2c(=O)n(C)c3ccccc3c21 | 5 | i | 8 | -1 | 5 | -16 | -7 | 1.3 | -4
Cc1cc(NC(=O)COc2ccc(C(C)(C)C)cc2)no1 | 0 | i | -1 | -2 | 8 | 15 | -3 | -0.6 | 2
COc1ccc(CCNC(=O)COC(=O)Cn2cnc3ccccc32)cc1OC | -7 | i | 4 | -3 | -7 | -2 | -4 | 0.5 | 1
COc1cc(/C=C2\C(=O)ON=C2c2ccccc2)cc(OC)c1OC | 3 | i | 2 | 2 | -11 | 24 | -4 | 1.3 | 2
CCc1nn(-c2cc(Oc3ccccc3)nc(-c3ccccc3)n2)c(N)c1C#N | 0 | i | -5 | -3 | -6 | 3 | -2 | 1.1 | -1
Cc1cc(C)cc(NS(=O)(=O)c2ccc(NC(=S)NC(=O)c3ccc(Br)o3)cc2)c1 | 4 | i | 2 | -11 | 15 | 27 | -7 | 2.2 | -2
CN(C)CCN(C(=O)c1ccc(S(=O)(=O)N(C)c2ccccc2)cc1)c1nc2cc3c(cc2s1)OCO3 | 3 | i | 5 | -1 | 25 | 12 | -1 | -1.8 | 0
CC(=O)N1CCc2cc(S(=O)(=O)Nc3ccccc3N3CCN(C)CC3)ccc21 | 0 | i | -2 | -2 | -8 | -16 | -5 | -0.5 | 1
COc1ccc(C(=O)Nc2cccnc2)cc1 | -5 | i | 4 | -5 | -12 | 3 | -2 | -2.4 | 3
COCCCn1c(=O)cc(C)[nH]c1=S | 2 | i | 4 | -10 | -3 | -23 | 3 | 0.7 | 1
CN1CCN(CCC(=O)Nc2ccccc2Cl)CC1 | -1 | i | 2 | -2 | -3 | -4 | -7 | 0.6 | 3
CNC(=O)c1sccc1-n1cccc1 | -7 | i | -6 | -10 | -11 | -8 | 1 | 0.1 | -4
N#Cc1nc(Cc2ccccc2)oc1NCc1cccnc1 | -4 | i | 4 | -1 | -6 | 8 | -10 | -0.1 | -3
CCOc1ccc(/C=N/NC(=O)CN2CCCCC2)cc1OCC | -1 | i | -2 | -4 | -6 | -3 | -17 | 1.2 | 0
COc1ccc(O)c(/C=N/c2nc3ccccc3n2C)c1 | 1 | i | 2 | -2 | -3 | 7 | -16 | 1.4 | 1
Cc1cc2cc3c(N)[nH]nc3nc2cc1C | -3 | i | 16 | -4 | -9 | -1 | 1 | 0.5 | -10
CC(C)(C)C(=O)OCc1nc(-c2ccc(C(F)(F)F)cc2)cs1 | 0 | i | 1 | -8 | 32 | 10 | 2 | 1.9 | 1
CC1=C(C(=O)OC2CCCCC2)C(c2ccco2)n2ncnc2N1 (configuration not stated) | 0 | i | 0 | -1 | 4 | -1 | -3 | 0.1 | 1
COc1ccccc1CNC(=O)COC(=O)/C=C/c1ccc2ccccc2n1 | -4 | i | -3 | -2 | -7 | -8 | 2 | -1.5 | 3
CCOC(=O)NC(=O)C(=CNc1cccc(OC)c1)C(=O)NC(=O)OCC | 2 | i | 2 | -3 | -9 | 3 | -2 | -0.3 | -1
CC(=O)N=c1sc2cc(C)ccc2n1C | 2 | i | 3 | -9 | -6 | 21 | -6 | 0.9 | 4
Cc1cccc(NC(=O)c2nc[nH]c2C(=O)N2CCN(c3ccccc3)CC2)c1 | -1 | i | 9 | 1 | 8 | 1 | 6 | 0.2 | 1
O=C(c1ccccc1)c1ccc(C(=O)O)c(C(=O)O)c1 | -4 | i | 0 | -2 | -4 | -3 | 7 | 0.2 | -2

Given with values under each structure: entries from further up.
Each structure is followed by: CSN deneddyl inh	Rpn11 inh	MT1-MMP act inh	bovine MsrA act	FAS TE block	MLLE-PAM2 inh	E coli Lon inh	MsrA inh	Rin1-Abl PPI inh
> CC(=O)N=c1sc2cc(C)ccc2n1C
→ 2	i	3	-9	-6	21	-6	0.9	4
> Cc1cccc(NC(=O)c2nc[nH]c2C(=O)N2CCN(c3ccccc3)CC2)c1
→ -1	i	9	1	8	1	6	0.2	1

Following part:
molecule | CSN deneddyl inh | Rpn11 inh | MT1-MMP act inh | bovine MsrA act | FAS TE block | MLLE-PAM2 inh | E coli Lon inh | MsrA inh | Rin1-Abl PPI inh
Cc1cccc(C2CC(c3ccc(Br)cc3)Nc3nc(N)nn32)c1 (configuration not stated) | -4 | i | -4 | 0 | 2 | 13 | 1 | 1.1 | 2
CCCCn1c(N)c(N(CC(C)C)C(=O)CN(C)S(=O)(=O)c2ccc(C)cc2)c(=O)[nH]c1=O | 0 | i | -3 | -7 | -4 | -6 | -9 | 0.8 | 3
Oc1ccc2ccccc2c1C=Nc1cc(C(F)(F)F)ccc1N1CCCC1 | 4 | i | 5 | 1 | 0 | -23 | 1 | 1.2 | 1
CC(NC(=O)COC(=O)c1ccccc1F)C1CC2CCC1C2 (configuration not stated) | -5 | i | 7 | -1 | 4 | 2 | -5 | -0.8 | 0
COc1ccc(-c2nc(CSCC(=O)NC3CCCc4ccccc43)c(C)o2)cc1 (configuration not stated) | 2 | i | 0 | 1 | 16 | 14 | 3 | 0.6 | -2
CCOc1nc(CC(C)C)c2c(c1C#N)CC(C)(C)OC2 | 2 | i | 1 | -9 | 14 | 5 | -4 | -0.5 | 0
CCN(CC(=O)NCc1ccncc1)S(=O)(=O)c1ccc(OC)cc1 | 3 | i | -3 | -2 | -5 | -2 | -10 | 0.5 | 3
O=C(Nc1ccc(O)cc1)c1ccc(NC(=O)c2cccs2)cc1 | -2 | i | 4 | -5 | -2 | -8 | -16 | 0.9 | -2
COc1ccc(NC(=O)CC(C)C)c([N+](=O)[O-])c1 | -6 | i | -1 | -1 | -10 | 12 | -18 | 1.2 | -2
COc1ccccc1N(C)S(=O)(=O)c1ccc(C(=O)NNC(=O)c2ccccc2O)cc1 | 3 | i | 5 | -4 | 2 | 1 | 4 | 2.6 | 0
CC(O)(c1ccc(F)c(F)c1)c1nc(-c2ccc(S(C)(=O)=O)cc2)cs1 (configuration not stated) | -6 | i | -8 | 4 | 28 | 18 | -7 | -1.7 | 1
CCOc1cc(/C=C(/NC(C)=O)C(=O)O)cc(Cl)c1OCc1ccc(Br)cc1 | 5 | i | 4 | -2 | -1 | -7 | -10 | 0.0 | -2
CN1CCN(Cc2nc(-c3cccs3)no2)CC1c1ccccc1 (configuration not stated) | 2 | i | -1 | -3 | 0 | 0 | 7 | -0.8 | -1
Cc1ccc(C(=O)Nc2ccc(CN3CCCCC3)cc2)c(C)c1 | 3 | i | -2 | -2 | -4 | -5 | -1 | -0.9 | -2
Cc1nn(CC(=O)NC(=O)NC2CCCCC2C)c(=O)c(C#N)c1C (configuration not stated) | -3 | i | 1 | -4 | 25 | -11 | -3 | -0.4 | 4
CCCN1CCC(=O)N([C@H](COc2ccccc2)c2ccccc2)CC1 | 3 | i | 0 | -2 | -11 | 3 | -6 | 0.4 | 1
CSc1cccc(NS(=O)(=O)c2cn(C)cn2)c1 | -3 | i | -3 | -9 | -7 | 3 | 6 | -0.7 | -1
O=C(Nc1ccc(S(=O)(=O)N2CCCC2)cc1)C1CC(=O)N(CCc2ccc(F)cc2)C1 (configuration not stated) | 1 | i | 2 | -1 | 1 | 11 | 0 | -0.1 | -1
O=C(CC1(O)C(=O)N(CN2CCOCC2)c2ccccc21)c1ccccc1 (configuration not stated) | -7 | i | 9 | -7 | -7 | 6 | -5 | 1.0 | -2
CCc1nc2c(OCc3ccc(Cl)cc3)cccn2c1N(C)C(=O)c1ccc2c(c1)OCO2 | 0 | i | -3 | -12 | 15 | -3 | 3 | 1.8 | -1
